Wee1 stabilizer: Wee1 degradation inhibitors, primary screen, cell-based, HeLa, Wee1K328M-luciferase, luminescence | HeLa Luc-Wee1K328M stability; 100% = proteasome inhibitor MG132 effect | reporter increase, % at 5 µM | 220,000 tested, 1.2% active;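 active means activation above the mean of all tested compounds plus 3 SD, set per screening run, cut at about 8.8% in these data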;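 further: cells exposed to compound for 20 h before luminescence read; 0% = DMSO alone and 100% = MG132 at 30 µM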
Target sequence (P30291 whole entry K328M): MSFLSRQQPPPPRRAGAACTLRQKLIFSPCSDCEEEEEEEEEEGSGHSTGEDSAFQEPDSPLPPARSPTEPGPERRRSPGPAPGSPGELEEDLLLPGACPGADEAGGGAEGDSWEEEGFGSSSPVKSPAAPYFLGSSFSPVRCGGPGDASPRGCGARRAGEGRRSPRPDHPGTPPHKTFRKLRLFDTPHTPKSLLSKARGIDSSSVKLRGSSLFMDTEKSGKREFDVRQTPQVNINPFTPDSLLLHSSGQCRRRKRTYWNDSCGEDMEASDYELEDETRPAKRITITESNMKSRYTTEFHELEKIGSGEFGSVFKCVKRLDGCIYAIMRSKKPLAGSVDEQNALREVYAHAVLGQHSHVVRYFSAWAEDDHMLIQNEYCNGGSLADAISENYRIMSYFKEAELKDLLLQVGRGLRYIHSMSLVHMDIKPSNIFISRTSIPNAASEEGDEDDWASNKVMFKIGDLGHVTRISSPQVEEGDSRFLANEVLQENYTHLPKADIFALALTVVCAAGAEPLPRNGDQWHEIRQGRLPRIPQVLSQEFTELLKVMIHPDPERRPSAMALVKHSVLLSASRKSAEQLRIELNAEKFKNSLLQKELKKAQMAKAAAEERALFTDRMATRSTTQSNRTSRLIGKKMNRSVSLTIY
TNF necrop inh: inhibitors of TNF-alpha triggered necroptosis, primary screen, cell-based, Jurkat FADD-/-, single concentration | 220,000 tested, 0.068% active | activation (protection from cell death), % at 10 µM | AID 463075, 2010 | Jurkat FADD-/- TNF necroptosis rescue, ATP luminescence, 24 h; 0 = TNF only, 100 = no-TNF cells;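 active means activation, meaning protection from cell death, of at least 50% relative to plate controls; inactive means activation below 50%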;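 further: necroptosis triggered by 40 ng/mL TNF-alpha added together with compound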
EP2 antag: human EP2 receptor antagonists, primary screen, TR-FRET cAMP, C6 glioma cells; 260,000 tested, 0.52% active; Prostaglandin E2 receptor EP2 subtype (Homo sapiens), P43116; inhibition, % at 25 µM; AID 1422, 2008; C6 glioma cells expressing human EP2; cells stimulated with saturating PGE2;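 active means percent inhibition above 40 after rounding to a whole number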;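 further: rat C6 glioma host cells with rolipram phosphodiesterase inhibitor present; the protocol text gives 20 µM as final concentration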
Target sequence (P43116 whole entry, looked up): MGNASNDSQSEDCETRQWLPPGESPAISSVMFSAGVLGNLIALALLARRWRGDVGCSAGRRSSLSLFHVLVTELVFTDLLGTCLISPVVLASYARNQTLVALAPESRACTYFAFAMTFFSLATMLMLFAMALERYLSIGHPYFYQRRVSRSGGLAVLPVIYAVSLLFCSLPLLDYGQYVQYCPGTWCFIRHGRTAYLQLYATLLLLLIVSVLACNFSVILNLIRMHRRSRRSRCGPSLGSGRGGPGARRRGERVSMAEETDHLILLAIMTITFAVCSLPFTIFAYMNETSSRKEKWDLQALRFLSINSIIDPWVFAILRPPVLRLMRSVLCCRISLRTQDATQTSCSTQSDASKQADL
FXIa inh 1536: human FXIa protease inhibitors, primary screen, biochemical, 1536-well; Coagulation factor XI (Homo sapiens), P03951; purified FXIa, Boc-Glu-Ala-Arg-AMC fluorogenic substrate; inhibition, % at 5 µM; 220,000 tested, 0.14% active; AID 798, 2007;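 active means inhibition of at least 40%; inactive means inhibition below 40%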;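 further: fluorescence of freed AMC excited at 355 nm; 0% = enzyme without compound and 100% = no enzyme blank; many of its hits are not listed in these tables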
zVAD death inh: inhibitors of zVAD-triggered necroptosis, primary screen, L929 cells; viability rescue, % at 10 µM; 220,000 tested, 0.38% active; L929 zVAD necroptosis rescue, ATP luminescence, 24 h; with zVAD 60 µM; AID 1377, 2008;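 active means activation, scaled between plate controls, above about 75%, limit read from the data; inactive means activation under that limit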;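 further: 0% = zVAD with DMSO and 100% = DMSO alone without zVAD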
TbHK1 inh: Trypanosoma brucei hexokinase 1 inhibitors, primary screen, biochemical, G6PDH-coupled NADH absorbance, MLSCN library. inhibition, % at 10 µM. AID 1430, 2008. recombinant TbHK1, G6PDH-coupled NADH A340. 220,000 tested, 0.11% active. hexokinase 1 [Trypanosoma brucei];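 active means inhibition of 50% or more in the single-dose primary screen; inactive means inhibition below 50%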
CHOP inhibitor: inhibitors of CHOP promoter induction, primary screen, cell-based, unfolded protein response, luciferase reporter; inhibition, % at 10 µM; 220,000 tested, 3.8% active; CHO-K1 CHOP-promoter luciferase, tunicamycin-induced, 15-18 h;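 active means compounds that reduced the stress-induced luciferase reporter signal by more than about 70% of percent inhibition, limit read from the data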;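 further: 0% = tunicamycin plus vehicle and 100% = wells without tunicamycin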
PPC-1+TRAIL kill: compounds killing PPC-1 cancer cells with TRAIL present, primary screen, TRAIL potentiator project, ATPLite luminescence, uHTS; PPC-1 cells + TRAIL, ATPLite viability luminescence; cell killing (% activity), % at 4 µM; 220,000 tested, 0.41% active; AID 1443, 2008;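 active means cell killing above 50% in the first pass at 4 µM, then a duplicate retest at 5 µM averaging 50% or more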;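 further: plate controls were cells with TRAIL plus DMSO for no effect and medium-only wells lacking cells for full effect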
FXIIa inh 1536: human FXIIa protease inhibitors, primary screen, biochemical, 1536-well. purified FXIIa, Boc-QGR-AMC fluorogenic substrate, 2 h. inhibition, % at 5 µM. 220,000 tested, 0.3% active. AID 800, 2007; in the data active means inhibition above about 40%;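 further: 0% = enzyme with no compound and 100% = blank without enzyme; many of its hits are not listed in these tables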
Numbers without * were called inactive; . = no result given; & = joins results of further samples. This is a subset. The share of hits here may be higher or lower than overall.

SMILES	Wee1 stabilizer	TNF necrop inh	EP2 antag	FXIa inh 1536	zVAD death inh	TbHK1 inh	CHOP inhibitor	PPC-1+TRAIL kill	FXIIa inh 1536
CCn1nc(C(=O)OCC(=O)NC(C)C)c2ccccc2c1=O	-2	-0.5	5	-14	-0.3	-14	1	17	-1
CN(C)S(=O)(=O)c1cccc(NC(=S)N/N=C/c2ccco2)c1	8	0.2	17	-3	-0.1	-76	-31	-19	1
C/C(CS(=O)(=O)c1ccc(Cl)cc1)=N/NC(N)=S	-3	0.6	11	-2	1.6	0	7	9	4
COC(=O)/C=C/COc1ccccc1[N+](=O)[O-]	-1	-0.7	4	6	0.5	-8	-3	-5	11
CCn1c(=NC(=O)CSCC(=O)Nc2nccs2)sc2ccccc21	0	0.0	11	-11	0.3	-7	14	5	0
COc1ccc2[nH]c(-c3ccccc3)cc2c1	3	0.9	18	2	0.7	-19	15	3	3
CC1CCCC(NC(=O)C2CCCN2S(=O)(=O)c2cccc3nsnc23)C1C (stereo unspecified)	-1	-1.8	6	1	-0.7	-11	29	10	11
Cn1c(N)c(C(=O)COC(=O)/C=C/c2ccc(S(=O)(=O)N3CCOCC3)cc2)c(=O)n(C)c1=O	-1	2.0	6	-6	0.7	-7	23	12	2
O=C(CC1NC(=O)NC1=O)Nc1ccc(Cl)cc1 (stereo unspecified)	1	0.0	13	5	0.0	6	75*	33	13
CCOC(=O)C(NC(=O)c1cccc(Cl)c1)(OCc1ccccc1)C(F)(F)F (stereo unspecified)	0	4.9	6	18	0.2	3	44	9	26
Cn1c(SCCC#N)nnc1-c1ccccc1F	2	2.1	6	-1	1.1	-4	-1	-2	15
COCCCN=Cc1c(C)[nH]n(-c2ccc(Br)cc2Br)c1=O	-1	-0.6	6	-2	-0.3	-12	-7	28	10
O=c1c2c(-c3cccs3)csc2[nH]c(=S)n1-c1ccccc1	-2	-0.6	66*	-5	0.1	-1	1	-6	11
Cc1cccc(-c2cc3nc(C)cc(N4CC(C)CC(C)C4)n3n2)c1 (stereo unspecified)	1	-2.6	9	3	-0.5	-13	24	0	11
Cc1ccc(C(=O)OCC2OC3OC(C)(C)OC3C2O)cc1 (stereo unspecified)	7	1.1	5	-2	0.7	-13	-5	1	6
COc1ccc(OC)c(NC(=O)CN2CCC(C(=O)c3ccc(C)cc3)CC2)c1	1	1.8	3	-5	-0.3	39	50	-11	10
COCCNc1nc(-c2ccc(OC)cc2)c(-c2ccc(OC)cc2)s1	1	3.2	7	-3	2.3	-7	43	18	4
CC(=O)Nc1ccc(Oc2ccc(NC(C)=O)c(NC(C)=O)c2)cc1	-1	-0.6	6	-1	2.6	5	-3	-12	5
Cc1nn(CC(=O)NCc2ccc(-n3cccn3)cc2)c(C)c1[N+](=O)[O-]	1	-0.2	13	8	0.7	-11	10	-6	10
Cn1cccc1C(=S)N1CCOCC1	-3	0.0	11	6	0.1	-7	33	-6	9
Cc1cc(Nc2cc(Cl)cc(Cl)c2)nc(N)n1	7	-1.9	13	1	-0.2	-3	6	13	1
C/C(N)=C(/C#N)C(=O)CSc1nc2scc(-c3ccccc3)c2c(=O)n1C	9	-8.9	14	-5	0.4	-2	25	2	9
Oc1c(Cl)cc(Cl)c2c1NCCC2	-4	-1.7	.	-5	-0.3	14	34	4	5
Cc1cccc(NC(=O)CN2C(=O)N/C(=C\c3cccn3-c3cccc(C(=O)O)c3)C2=O)c1	-1	-0.2	14	3	5.0	0	2	9	10
O=S(=O)(Nc1cc(Sc2cccc3cccnc23)c(O)c2ccccc12)c1ccccc1	-1	-12	18	7	41	6	101*	70*	7
Cc1nnc2nc(-c3ccccc3)nc(-c3ccccc3)n12	-5	1.3	6	0	-0.2	-9	25	3	11
COc1ccc(N2CCN(C(=O)CCCC3=NS(=O)(=O)c4ccccc4N3)CC2)cc1	7	0.4	1	3	0.1	-3	13	9	15
COc1ccc(C(=O)NCc2ccc(S(N)(=O)=O)cc2)cc1[N+](=O)[O-]	2	-0.9	-1	4	-0.8	3	-10	9	7
CCOc1ccccc1OCc1nn2c(-c3ccc(C)cc3)nnc2s1	2	0.2	6	-2	1.3	2	50	-19	10
COC(=O)c1ccccc1NC(=O)NC1CCCCC1	-1	1.7	6	2	1.1	-9	8	-11	6
CCCNC(=O)c1cc2c(C(F)(F)F)nn(C)c2s1	0	-0.9	12	3	2.2	5	-5	23	15
O=C(Nc1ccccc1)N1CCN(Cc2ccc3c(c2)OCO3)CC1	-1	1.3	21	0	1.2	-2	12	34	11
O=C(NC1CCCCC1)NC1CC2CCC(C1)N2Cc1nnnn1Cc1ccc2c(c1)OCO2 (stereo unspecified)	-4	0.7	.	0	0.4	3	22	19	18
CCOc1ccc(N2C(=O)CC(N(O)c3ccccc3)C2=O)cc1 (stereo unspecified)	7	0.8	.	3	2.2	6	-34	-6	22
O=c1nc2n(c3c4c(sc13)CCC4)CCC2	-2	-0.8	3	1	-0.1	34	-5	24	14
COC(=O)C1=C(C)NC(=O)C1(NC(=O)c1ccncc1)C(F)(F)F (stereo unspecified)	-1	-0.1	8	-5	1.4	-1	7	10	-3
O=C(CSc1n[nH]c(=O)n1C1CC1)NCc1ccccc1	-5	0.1	2	-2	-0.1	-8	-9	-5	1
O=C(COC(=O)c1cc(=O)[nH]c2ccccc12)Nc1cccc(S(=O)(=O)N2CCOCC2)c1	0	-1.4	3	10	-0.7	-14	-6	19	19
O=C(Cn1cncn1)N/N=C/c1ccccc1Cl	-2	1.5	-1	1	0.2	3	-4	7	8
N#Cc1ccc(-c2cccnc2)nc1SCC(=O)c1ccccc1	-1	0.7	11	-16	4.4	-14	-19	9	1
CN(C)S(=O)(=O)N1CCN(c2ccc([N+](=O)[O-])c(N3CCCCC3)c2)CC1	-2	0.1	4	8	0.3	-12	10	25	10
CCOc1ccc(N2C(=O)/C(=C/c3ccccc3OCC(=O)OC)N(CC(=O)OC)C2=S)cc1	7	-1.7	4	5	-3.2	-28	6	3	11
O=C(NCc1ccco1)C1CCC(CNS(=O)(=O)c2cccc3cccnc23)CC1 (stereo unspecified)	-2	0.0	11	7	0.3	6	24	8	14
Cc1ccc(C(=O)ON=C2CCN(c3ccc([N+](=O)[O-])cc3)CC2)cc1	3	-4.9	5	2	-0.1	-8	10	-4	5
CCOC(=O)c1nn(-c2cccc(Cl)c2)c(C)c1C(C)=O	7	1.0	6	-4	-0.6	-4	5	-23	6

An excerpt from above in order of count of non-hydrogen atoms, lowest first:
SMILES	Wee1 stabilizer	TNF necrop inh	EP2 antag	FXIa inh 1536	zVAD death inh	TbHK1 inh	CHOP inhibitor	PPC-1+TRAIL kill	FXIIa inh 1536
O=c1nc2n(c3c4c(sc13)CCC4)CCC2	-2	-0.8	3	1	-0.1	34	-5	24	14
CCOC(=O)c1nn(-c2cccc(Cl)c2)c(C)c1C(C)=O	7	1.0	6	-4	-0.6	-4	5	-23	6
CN(C)S(=O)(=O)N1CCN(c2ccc([N+](=O)[O-])c(N3CCCCC3)c2)CC1	-2	0.1	4	8	0.3	-12	10	25	10

Later entries.
SMILES	Wee1 stabilizer	TNF necrop inh	EP2 antag	FXIa inh 1536	zVAD death inh	TbHK1 inh	CHOP inhibitor	PPC-1+TRAIL kill	FXIIa inh 1536
COc1ccccc1OCC(=O)Nc1cccc(-c2nnc(-c3ccco3)o2)c1	4	-4.4	6	5	2.5	7	37	-12	11
CCn1c(O)c(/C=C2\C=NN=C2c2ccccc2)sc1=S	-3	45	6	2	0.0	-14	98*	28	10
Cc1nc2ccc(C(=O)OCc3ccccc3Br)cc2nc1C	0	-1.0	27	8	0.5	1	56	11	16
Cc1ccc(NC(=O)CN(c2cc(C)cc(C)c2)S(=O)(=O)c2c(C)noc2C)nc1	-2	0.9	15	7	0.9	-3	35	13	26
COc1ccc(N2C(=O)CCC(C(=O)O)C2c2ccccc2OC)cc1 (stereo unspecified)	-4	-0.6	8	3	-0.2	-7	-12	-18	7
CCN1C(=O)/C(=c2\o/c(=C3\C=Cc4ccccc4N3CC)c(=O)n2CC)SC1=S	-1	-3.7	7	4	0.5	-3	14	24	17
COc1ccc(/C(O)=C2\C(=O)C(=O)N(c3cc(C)on3)C2c2ccccc2OC)cc1C (stereo unspecified)	4	1.0	16	8	0.8	-7	3	5	8
CC(=O)Nc1ccc(C(=O)n2cnc3cc(C)c(C)cc32)cc1	-1	-1.1	12	-4	0.4	-3	5	7	9
Cc1ccc2nc(SCC(=O)c3c(C)[nH]c4ccccc34)[nH]c2c1	1	3.9	2	4	2.0	5	-101	35	13
COc1ccc(OCCC(=O)NC2CCCCC2)cc1	0	0.1	5	-4	0.0	-6	8	-1	7
CCCn1c(SCC(=O)c2cc(C)c(C)cc2C)n[nH]c1=O	1	-1.1	15	3	-0.1	3	4	1	0
CCCn1nc(C(=O)NCCc2ccc(S(N)(=O)=O)cc2)c2ccccc2c1=O	-4	-2.6	13	-11	0.1	-1	15	6	-2
CC(C)n1nnnc1SCC(=O)NCc1cccs1	1	1.3	27	-10	1.4	2	-1	13	-7
Cc1c(C(=O)c2ccc(Br)cc2)c(=O)n(C)c(=O)n1C	-1	0.1	4	5	0.5	-7	10	27	12
O=C(NCc1ccccn1)c1ccccc1-c1ccccc1	-2	-0.3	10	-3	-0.5	-1	8	-9	-1
O=C(CSc1nnc(CCCN2C(=O)c3cccc4cccc(c34)C2=O)n1-c1ccccc1)NCCCN1CCOCC1	0	-0.2	11	6	.	-29	31	27	11
CN1CCc2nc(NC(=O)c3cccc(S(=O)(=O)N4CCc5ccccc54)c3)sc2C1	1	0.3	18	-8	-0.4	-14	-3	3	6
Cc1ccc([N+](=O)[O-])cc1NC(=O)c1ccc(CSc2ccccc2)cc1	-1	2.0	7	12	0.4	-1	10	6	1
O=C(/C=C/c1cccc([N+](=O)[O-])c1)NCc1cccnc1	2	-2.7	10	0	-0.1	-3	-3	22	-1
COCCCNC(=S)NCCc1ccc(F)cc1	7	-0.5	6	-5	0.2	6	-15	2	3
Cc1cc(C)nc(SCC(=O)n2c3c(c4ccccc42)CCCC3)n1	2	0.4	5	-2	2.2	-2	31	4	4
C=CCSc1nc2ccccc2c(=O)n1Cc1ccccc1	0	-0.7	10	-4	1.8	-3	87*	4	5
CCC(=O)Nc1c2c(nn1-c1ccc(F)cc1)CS(=O)C2 (stereo unspecified)	1	-0.2	14	0	0.0	-3	27	-13	12
Cc1nnnn1-c1cccc(C(=O)O)c1	-3	-0.1	8&15	-16	-0.4	-2	7	7	10
COc1ccc(-c2noc(CN(C(=O)C(C)(C)C)C(C)C)n2)cc1	2	-0.3	12	4	0.1	1	6	7	13
Cc1cc(/C=C2/SC(=S)N(c3cccc(C(F)(F)F)c3)C2=O)c(C)n1-c1cccnc1	1	-18	23	.	-0.1	-1	.	.	.
Cc1ccccc1C(=O)NC1CCN(Cc2ccccc2)CC1	-1	1.0	11	0	3.0	-4	-3	0	6
CCC(=O)Nc1sc(Cc2ccccc2)c(C)c1C(N)=O	4	25	7	-5	21	0	16	1	9
Nc1ccccc1Nc1cccc(C(F)(F)F)c1	3	-5.4	12	-3	-1.9	2	-26	-16	2
